HCMV antiviral = blocks human cytomegalovirus replication | activity change, negative = inhibition, % at 57.5 µM | 410,000 tested, 4.5% active | AID 1259415 | HFF cells, HCMV-luciferase reporter, 72 h; hits give low values; in the data active = activity change below about -60%; inconclusive = no clear call, values can overlap the other calls; inactive = above about -39%; also: % is scaled to controls: 0 for no effect and ±100 for the full control effect
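Inhibition of viral replication was scored as loss of reporter luminescence in HFFs infected with HCMV-luciferase (MOI 1 PFU/cell) for 72 h; compounds tested at 2 doses, normalized to buffer and Salinomycin controls.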
AmpC detergent = inhibitors of E. coli AmpC beta-lactamase with detergent; P00811; AmpC hydrolysis of nitrocefin, absorbance 480 nm, 0.01% Triton; Potency, µM (highest dose often 114 µM), for the others: at the top dose activity change, negative = inhibition, most hits filed as inhibitors; 370,000 tested, 0.041% active; AID 485294;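 also: potency is read from the fitted curve at half-maximal effect; 0% = no-compound wells and -100% = no-enzyme wells; nearly all actives have a fitted effect of over 25% in size; some results filed as inactive show a strong effect at the top dose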
Target sequence (P00811 whole entry, looked up): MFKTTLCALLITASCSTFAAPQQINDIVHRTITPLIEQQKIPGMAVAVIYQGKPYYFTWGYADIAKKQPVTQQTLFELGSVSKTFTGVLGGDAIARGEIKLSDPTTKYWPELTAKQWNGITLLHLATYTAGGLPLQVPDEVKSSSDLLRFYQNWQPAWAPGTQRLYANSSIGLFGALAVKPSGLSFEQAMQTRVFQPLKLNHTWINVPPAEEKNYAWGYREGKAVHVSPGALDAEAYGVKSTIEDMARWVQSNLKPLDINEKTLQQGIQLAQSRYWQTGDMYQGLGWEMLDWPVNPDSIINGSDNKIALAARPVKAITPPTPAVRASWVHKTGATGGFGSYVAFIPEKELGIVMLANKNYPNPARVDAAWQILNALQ
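20 mM phosphate pH 7.0 + 0.01% (detergent screen) or 0.0001% Triton X-100; 5.3 nM AmpC reagent; cpd preinc 15 min RT; nitrocefin (800 uM stock) to start; A480 q20 s × 4 min; Activity was normalised to no-enzyme and no-compound control wells.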
AMA1-RON2 inh = AMA1-RON2 (P. falciparum) interaction inhibition. Potency, µM (top dose mostly 58.2 µM), for the others: top-dose activity change, negative = inhibition, usual class: inhibitors. 360,000 tested, 0.2% active. AID 720542. AlphaScreen AMA1-biotinylated RON2 peptide binding;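 also: potency is read from the fitted curve at half-maximal effect; 0% = vehicle wells and -100% = peptide control; nearly all actives have a fitted effect of over 45% in size; some results filed as inactive show a strong effect at the top dose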
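AMA1 (3D7) with his tag at 25 nM final met compounds first, then biotinylated RON2 peptide at 25 nM; detection used donor plus acceptor beads, 10 µg/mL apiece, read by AlphaScreen after 30 min at room temperature.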
AmpC no deterg = blocks E. coli AmpC beta-lactamase in detergent-free assay; AmpC nitrocefin hydrolysis, absorbance 480 nm, 0.0001% Triton; Potency, µM (top dose mostly 57.1 µM), for the others: at the highest dose activity change, negative = inhibition, hits mostly inhibitors; 330,000 tested, 0.52% active; P00811;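 also: potency is read from the fitted curve at half-maximal effect; plate controls were no compound for no effect and no enzyme for full effect; nearly all actives have a fitted effect of over 20% in size; some results filed as inactive show a strong effect at the top dose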
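20 mM phosphate pH 7.0 + 0.01% (detergent screen) or 0.0001% Triton X-100; 5.3 nM AmpC reagent; cpd preinc 15 min RT; nitrocefin (800 uM stock) to start; A480 q20 s × 4 min; Activity was normalised to no-enzyme and no-compound control wells.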
Shiga inhibitor = blocks Shiga toxin action in Vero cells; inhibition, % at 38.7 µM; Vero cells, Shiga toxin protein synthesis inhibition reporter; 290,000 tested, 9.2% active; AID 2315; in the data active = inhibition mostly above about 28%, no sharp cut-off; inactive = mostly below about 43%; also: 0% is about no effect
Cycloheximide cs = affects cycloheximide protein synthesis inhibition readout, counter-screen. 300,000 tested, 12% active. cell reporter, cycloheximide protein synthesis inhibition counterscreen. max response, %. AID 2314; in the data active = max response mostly above about 13%, no sharp cut-off; inactive = mostly below about 14%; also: read at 38.3 µM for the half of the compounds with a filed dose; 0% is about no effect
FBPA Giardia inh = blocks Giardia fructose-bisphosphate aldolase activity; A8B2U2; purified Giardia FBPA; Potency, µM (top dose mostly 59.6 µM), without a hit: at the highest dose activity, negative = inhibition, usual class: inhibitors; 290,000 tested, 0.71% active; also: potency is read from the fitted curve at half-maximal effect; % is scaled to controls: 0 for no effect and ±100 for the full control effect; nearly all actives have a fitted effect of over 55% in size
Target sequence (A8B2U2 whole entry, looked up): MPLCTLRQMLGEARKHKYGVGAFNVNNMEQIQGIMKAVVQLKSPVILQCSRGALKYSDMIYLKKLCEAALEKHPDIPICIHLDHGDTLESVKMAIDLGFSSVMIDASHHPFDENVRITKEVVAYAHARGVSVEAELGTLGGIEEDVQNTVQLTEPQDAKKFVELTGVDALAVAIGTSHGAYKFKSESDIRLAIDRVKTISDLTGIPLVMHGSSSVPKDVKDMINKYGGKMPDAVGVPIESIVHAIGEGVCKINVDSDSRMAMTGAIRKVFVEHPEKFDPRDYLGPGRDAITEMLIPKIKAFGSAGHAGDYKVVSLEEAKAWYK
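Giardia FBPA (40 nM reagent) was preincubated 10 min at RT with compound (up to 57.5 uM final), then substrate plus GAPDH/TPI/NAD/arsenate coupling system with diaphorase/resazurin was added; resorufin fluorescence (525/598 nm) was read after 20 min.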
Numbers without * were called inactive; ? = inconclusive; nt = not tested or not shown; [ ] = remark or other dose. Unless noted, calls follow the shape of the dose curve; as a rule, active = well fitted curve in the direction sought with a large enough effect; inconclusive = small, poorly fitted or top-dose-only effect, or another doubt; inactive = no such curve, though single readings can be large; an effect the other way counts as inactive or inconclusive.

SMILES	HCMV antiviral	AmpC detergent	AMA1-RON2 inh	AmpC no deterg	Shiga inhibitor	Cycloheximide cs	FBPA Giardia inh
CN(C)c1cccc(C(=O)OCC(=O)NCC2CCCO2)c1 (stereo not drawn)	9	-13%	2%	33%	15	7	?
O=C(CSc1cccc(C(F)(F)F)c1)NCc1ccccc1	-73*	3%	27%	-11%	-2	1	-4%
COc1cc(-c2nc3c[n+](CC(=O)c4ccccc4)ccc3n2C)cc(OC)c1OC	36	-13%	10%[2.32 µM]	-9%	8	-1	5%
C=Cn1ccnc1P(=S)(c1ccn(C)c1)c1nccn1C=C	9	-13%	9%	16%	17	-4	-9%
O=S(=O)(c1ccccc1)N1CCN=C1SCc1c(F)cccc1Cl	-80*	-8%	-4%	-5%	-18	10	-17%
O=C(NCc1ccc(-n2cccc2)cc1)c1cccc(F)c1	-32	3%	-10%	-21%	20	4	5%
O=C(Nc1ccc(Br)cc1)c1cccc(S(=O)(=O)Nc2ccccn2)c1	-19	1%	-10%	-24%	-5	-1	nt
O=C(CCN1C(=O)/C(=C/c2ccccc2)SC1=S)NCCc1ccc(O)cc1	nt	0%	-1%	-32%	-6	-8	nt
O=C(CN(C(=O)CCC(=O)Nc1nccs1)c1ccc2c(c1)OCCO2)NCc1ccco1	21	2%	4%	-46%	26	12	5%
CC(C)Nc1oc(-c2cccc3ccccc23)nc1C#N	-9	-6%	-6%	-16%	84*	30*	12%
COc1ccc(NC(=O)C2CCC(C(C)(C)C)CC2)cc1S(=O)(=O)N1CCCCC1 (stereo not drawn)	-86*	-7%	-8%	-27%	0	-1	-2%
Cc1ccc(OCc2cc(C(=O)N3CCC(Oc4cccnc4)CC3)no2)cc1C	-32	?	-8%	130%[activator]	25	20	9%
CCOC(=O)c1c(NC(=O)CSc2nnnn2C)sc(C(=O)N(C)C)c1C	-1	-11%	7%	-11%	28	5	0%
CCOC(=O)COc1cc2c3c(c(=O)oc2cc1C)CCCC3	-27	?	1%	-25%	-5	1	3%
CC1=NN(c2ccc(C(=O)O)cc2)C(=O)CC1	1	-3%	-5%	-14%	44*	29*	0%
CC[C@H](C)[C@H](NC(N)=O)C(=O)Nc1ccc(OC)c(Cl)c1	11	2%	6%	6%	-17	8	3%
Cc1cccc(-n2cc(CNCCc3nc(C)cc(C)n3)c(-c3cccc(F)c3)n2)c1	-27	-3%	-18%	157%[activator]	-7	3	4%
COc1ccccc1CNC(=O)CCNS(=O)(=O)c1ccc2[nH]c(=O)oc2c1	-29	-1%	19%	-25%	7	-1	nt
COC(=O)C1=C(c2cccc(C#N)c2)C[C@@H]2CC[C@H]1N2C(=O)NCCCOC(C)C	-33	2%	16%	5%	nt	nt	nt
Cc1nn(Cc2ccc(Cl)cc2Cl)c(C)c1NC(=O)CCl	?	-14%	-1%	0%	6	8	-1%
COc1ccc(S(=O)(=O)Cc2ccc(C(=O)NCCCN(C)c3ccccc3)o2)cc1	13	-2%	6%	30%	16	2	-6%
Cc1ccc(NC(=O)C2=CCN(S(=O)(=O)c3ccc(F)cc3)CC2)c(C)c1	?	?	-11%	-3%	-8	-4	3%
CCOC(CCn1c(SCC(=O)Nc2cc(C)on2)nc2ccccc2c1=O)OCC	26	-12%	1%	-4%	-3	-3	2%
CCOCCCNS(=O)(=O)Cc1ccccc1	-20	-10%	-2%	8%	10	-3	4%
COc1ccccc1CNN	75	-7%	-7%	-25%	-6	-6	-26%
O=C1OCCC1Sc1nnc(-c2ccc(Cl)cc2)n1Cc1ccccc1 (stereo not drawn)	-28	1%	-3%	29%	-5	-5	4%
O=C(O)CCC(=O)Nc1ccc(C(=O)OC2CCCCC2)cc1	-3	-12%	-2%	-13%	-9	-2	7%
Cc1cc2cc(CCNC(=O)CCc3ccccc3)c(=O)[nH]c2cc1C	45	?	-2%	2%	-8	-1	15%
Cc1ccc(S(=O)(=O)N2C[C@@H]3CCCC[C@@H]3[C@@H](C)[C@H]2c2cn(Cc3ccccc3)c3ccccc23)cc1	-97*	nt	7%	-37%	nt	nt	nt
Cc1cc(C(C)(C)C)oc1C(=O)N(CC(=O)NC1CCCC1)c1cccc(C(F)(F)F)c1	nt	11%	-9%	2%	11	2	0%
COc1ccc(OC)c(C(=O)COC(=O)c2cccnc2Cl)c1	-28	?	-9%	-12%[11.4 µM]	18	10	-6%
Cc1cc(C(=O)Nc2cccc3c2O[C@@H](CN(C)S(=O)(=O)c2ccccc2)[C@H](C)CN([C@@H](C)CO)C3=O)n(C)n1	?	nt	-4%	62%[activator]	nt	nt	nt
COc1cc(OC)cc(C(=O)Nc2nnc(SCC(=O)NCc3ccco3)s2)c1	42	6%	-7%	-20%	97	34*	nt
COc1cc(-c2nc(-c3ccccc3)c(-c3ccc(F)cc3)[nH]2)cc2c1OCO2	26	-19%	-17%	-47%	-9	-3	-4%
COc1ccc(S(=O)(=O)Nc2ccc(Oc3ncccn3)c(Cl)c2)cc1	10	2%	-4%	-28%	-7	-2	3%
CSc1ccc(CCNS(=O)(=O)c2csc(C(N)=O)c2)cc1	-1	-1%	-5%	-24%	11	-2	nt
Cc1ccc(N2CCN(S(=O)(=O)c3c(C)noc3C)CC2C)cc1 (stereo not drawn)	-20	?	-6%	22%	-5	-3	-9%
Cc1cccc(C)c1NC(=O)CSc1nc(-c2ccco2)cc(C(F)(F)F)n1	-33	?	11%	-8%	-5	-4	3%
CCOc1c(C=C(C#N)C#N)c2ccccc2n1CC	0	?	-4%	-29%	-12	-2	3%
Cc1cccc(/C=N\NC(=O)c2sccc2-n2cccc2)c1	-23	-4%	-6%	-27%	114*	65*	-26%
CCCCN=C(N)/C(C(=O)OCC)=C(\O)c1ccc(OC)cc1	-26	2%	0%	0%	-16	9	-8%
CCc1cc([N+](=O)[O-])cc(CC)c1N	-20	-1%	4%	-10%	-8	-2	-2%
COc1ccc(NC(=O)N(C)C[C@H]2Oc3c(NS(=O)(=O)c4ccc(OC)cc4)cccc3C(=O)N([C@H](C)CO)C[C@@H]2C)cc1	-4	nt	11%	195%[activator]	nt	nt	nt
CCC(=O)NC(Cc1ccccc1)c1nc2ccccc2[nH]1 (stereo not drawn)	16	-2%	-1%	-8%	11	12	-9%
CCCCN(C)CCn1c(=S)[nH]c2cc(OCC)c(OCC)cc2c1=O	-14	?	0%	?	33	-10	-9%
O=C(/C=C/c1ccccc1)N(Cc1cccs1)C1CCS(=O)(=O)C1 (stereo not drawn)	-16	5%	-7%	11%	3	3	7%
COC(=O)C1=C(C)Nc2sc(C(N)=O)c(N)c2C1c1ccncc1 (stereo not drawn)	25	-1%	-6%	-2%	16	-1	-19%
Cc1cc(=O)oc2c1c(C)nn2-c1ccc(Cl)cc1	-18	0%	-1%	-14%	-15	-3	6%
O=C(Nc1ccc(Cl)cc1)C(c1ccccc1)N1CCOCC1 (stereo not drawn)	-12	0%	5%	31%	-1	-2	-1%
COc1ccc(C(=O)Nc2ccccc2)cc1S(=O)(=O)NCc1ccco1	2	?	-2%	-32%	30	-1	5%
COC(=O)C1=C(C)OC(N)=C(C#N)C1c1cccnc1 (stereo not drawn)	-14	-2%	13%	-2%	-7	1	?
COc1cccc(C(=O)Nc2ccc3c(c2)C(=O)N(CC2CCCO2)C3=O)c1 (stereo not drawn)	?	2%	12%	-1%	55*	44*	nt
O=c1[nH]c2ccccc2n1CCCN1CCC(n2c(=O)[nH]c3cc(Cl)ccc32)CC1	-79*	-13%	-20%	2%	13	4	-2%
C=CCOC(=O)Nc1c(C(=O)OC)[nH]c2ccccc12	53	-7%	-4%	-22%	26	-3	0%
CC(=O)Nc1cccc(NC(=O)CCNC(=O)c2ccccc2)c1	-14	-3%	-5%	-15%	22	-4	11%
CCOC(=O)C1(CCCc2ccccc2)CCN(C(=O)CCc2cnn(C)c2)CC1	-28	-9%	-4%	151%[activator]	-25	3	1%
Cc1cc(C)n2ncc(C(=O)NC3CCCCC3)c2n1	6	2%	-23%	-27%	-4	-2	3%
Cc1ccc(CONC(=O)c2ccc(OC(F)F)cc2)cc1	-40	7%	-5%	-20%	69*	24*	4%
Cc1noc(C)c1NC(=O)N(C)C[C@H]1Oc2ccc(NC(=O)NC(C)C)cc2C(=O)N([C@H](C)CO)C[C@@H]1C	9	nt	-4%	-23%	nt	nt	nt
Cc1nn(-c2ccccc2)c(C)c1C(=O)OCc1ccc(C#N)cc1	-1	-8%	10%	5%	25	36*	8%
Remaining list, next part.
SMILES	HCMV antiviral	AmpC detergent	AMA1-RON2 inh	AmpC no deterg	Shiga inhibitor	Cycloheximide cs	FBPA Giardia inh
COC(CNC(=O)CNC(=S)N(Cc1ccccc1)Cc1cccs1)OC	-12	0%	-10%	50%	-6	-1	-2%
Cc1ccc(C)c2sc(NC(=O)c3ccc(N4C(=O)CCC4=O)cc3)nc12	-15	?	-3%	-38%	-11	-2	1%
Cc1cccnc1NC(=S)NCCc1ccccc1	22	0%	2%	-27%	70*	37*	-1%
Cc1ccc(CNC(=O)C2CCCN2S(=O)(=O)c2ccc(Cl)cc2)cc1 (stereo not drawn)	23	-9%	3%	-7%	nt	-2	-3%
COc1cc(/C=C2/C(=N)N3C(SC)=NSC3=NC2=O)ccc1OC(=O)c1ccco1	4	-7%	17%	-36%	84	29*	12%
COCc1cc(=O)[nH]c(Sc2c(-c3ccccc3)c3ccc(Cl)cc3[nH]c2=O)n1	26	-16%	2%	-12%	-18	-2	1%
COC(=O)Cc1ccc(NC(=O)c2ccccc2Cl)cc1	-3	5%	0%	-9%	35	28*	-4%
CCN(CC)S(=O)(=O)c1ccc(OC)c(NC(=O)c2cn(CC)c3nc(C)ccc3c2=O)c1	?	-2%	-4%	-13%	-15	-2	0%
N=C1S/C(=C\c2cn[nH]c2-c2ccc(F)cc2)C(=O)N1c1ccccc1F	15	-3%	-1%	-15%	-3	20*	5%
CCC[C@@H]1C[C@@H](C(=O)N[C@@H]([C@H]2O[C@H](SC)[C@H](O)[C@@H](O)[C@H]2O)[C@@H](C)O)N(C)C1	nt	nt	nt	nt	-5	5	2%
O=C(Nc1ccc2c(c1)oc1ccccc12)c1ccncc1	-13	0%	3%	-13%	67*	51*	6%

By substructure: those above with a CF3 group.
SMILES	HCMV antiviral	AmpC detergent	AMA1-RON2 inh	AmpC no deterg	Shiga inhibitor	Cycloheximide cs	FBPA Giardia inh
O=C(CSc1cccc(C(F)(F)F)c1)NCc1ccccc1	-73*	3%	27%	-11%	-2	1	-4%
Cc1cc(C(C)(C)C)oc1C(=O)N(CC(=O)NC1CCCC1)c1cccc(C(F)(F)F)c1	nt	11%	-9%	2%	11	2	0%
Cc1cccc(C)c1NC(=O)CSc1nc(-c2ccco2)cc(C(F)(F)F)n1	-33	?	11%	-8%	-5	-4	3%

From PubChem
